RSV antiviral HEp-2 = RSV antiviral activity via CPE protection, HEp-2 cells, primary 10 µM value included (AID 2391); HEp-2 cells, RSV-induced CPE inhibition; higher % means a stronger effect; CPE inhibition, % at 10 µM, or IC50 in µM where a hit was titrated; 310,000 tested, 0.13% active; in the data active = a potency from the dose series; inconclusive = CPE inhibition mostly from about 23% at the one dose, without a potency; inactive = the rest, 99 in 100 with CPE inhibition below about 21%; also: strong numbers were not always called active
Ins promoter up = MIN6 insulin promoter up-regulation | 190,000 tested, 0.3% active | AID 1625 | z-score at 5 µM | MIN6 insulin promoter-GFP reporter, high-content imaging; hits give high values;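 active = z-score above 3 at 5 µM with at least 500 cells counted in the well; inconclusive = wells under 500 cells, flagged as cytotoxic or low count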
West Nile antiviral = West Nile virus antiviral activity, cell-based, CPE readout (AID 1621); West Nile virus-infected cells, CPE inhibition; higher % means a stronger effect; CPE inhibition, % at 10 µM, or IC50 in µM where a hit was titrated; 290,000 tested, 0.02% active; in the data active = a potency from the dose series; inconclusive = CPE inhibition mostly from about 3.7% at the one dose, without a potency; inactive = the rest, 99 in 100 with CPE inhibition below about 2.2%; also: strong numbers were not always called active
Salmonella PhoP GFP = inhibitors of PhoP regulon expression, primary screen, Salmonella Typhimurium, GFP reporter (AID 1863) | 300,000 tested, 0.16% active | S. Typhimurium PhoP-regulated promoter GFP reporter, 4 h; higher % means a stronger effect | inhibition, % at 50 µM; hits with a dose series show IC50 in µM;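 active = inhibition over 29.93%, a cutoff 3 SD above the screen mean, later confirmed by dose response; inconclusive = inhibition over 29.93% but no dose response follow-up; inactive = inhibition at most 29.93% or unconfirmed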;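 also: 0% = low Mg2+ inducing control and 100% = high Mg2+ repressing control; strong numbers were not always called active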
human PMI inhibition = MPI enzyme activity inhibition – biochemical, fluorescence intensity, coupled assay, primary screen (AID 1209). purified PMI enzyme, coupled fluorescence intensity; higher % means a stronger effect. inhibition, % at 20 µM; hits with a dose series show IC50 in µM. 190,000 tested, 0.42% active;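 also: plate controls were DMSO vehicle for no effect and wells lacking substrate for full effect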
ER stress rescue = rescue of cells from ER stress-induced death, primary screen, 384-well, CSM14.1, thapsigargin, ATP luminescence (AID 1222); 190,000 tested, under 10 active; CSM14.1 thapsigargin-induced death rescue, ATP luminescence; higher % means a stronger effect; one-dose cellular ATP content (survival), % at 20 µM; EC50 in µM for titrated hits;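 active = EC50 below 50 µM in the dose-response confirmation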;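 also: death triggered by thapsigargin at about 15 µM added after 2 h compound pretreatment; cell ATP read after overnight thapsigargin exposure of roughly 18 to 22 hours; normalized against plate controls of thapsigargin alone and 5% DMSO vehicle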
TNAP activators = human TNAP enzyme activators, primary screen, biochemical, luminescent, no phosphate acceptor, uHTS (AID 1001); purified TNAP, luminescent activation assay, no phosphate acceptor; higher activation fold means a stronger effect; one-dose activation fold at 20 µM; EC50 in µM for titrated hits; 200,000 tested, 0.03% active; in the data active = activation fold from about 3, or a potency from the dose series; inactive = the rest, 99 in 100 with activation fold below about 1.6; also: many of its hits are not listed in these tables
human PMI inhibitors = MPI inhibition at elevated mannose 6-phosphate – biochemical, fluorescence intensity, high mannose 6-phosphate, primary screen (AID 1220); recombinant PMI enzyme, coupled fluorescence intensity; higher % means a stronger effect; 190,000 tested, 0.66% active; inhibition, % at 20 µM, or IC50 in µM where a hit was titrated
Large T inhibition = TAg ATPase/helicase activity blockers – biochemical (AID 1903); 310,000 tested, 0.39% active; SV40 large T antigen ATPase/helicase inhibition assay; higher % means a stronger effect; inhibition, % at 20 µM; hits with a dose series show IC50 in µM; in the data active = a potency from the dose series; inconclusive = inhibition mostly from about 32% at the one dose, without a potency; inactive = the rest, 99 in 100 with inhibition below about 32%; also: strong numbers were not always called active
Ins promoter up cell count = second read-out of Ins promoter up, no call of its own (marks repeat the call); cell count; measured here: cytotoxicity, nuclei count;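 total cells summed across four imaged fields per well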
* marks the source's active call; other numbers are inactive results; ? = inconclusive; . = not tested or not shown. Rule as the data show it, unless noted: active = inhibition above about 50%; inactive = the rest.

SMILES	RSV antiviral HEp-2	Ins promoter up	Ins promoter up cell count	West Nile antiviral	Salmonella PhoP GFP	human PMI inhibition	ER stress rescue	TNAP activators	human PMI inhibitors	Large T inhibition
O=C(NCc1ccccc1)C12CN(Cc3ccccc3)CC1C(c1ccc([N+](=O)[O-])cc1)=NO2 (stereo not given)	4.7%	-0.86	1307	-0.8%	-2%	0%	0.4%	1	7%	11%
CCCCOCCCN1CC(=O)N2[C@@H](Cc3c([nH]c4ccccc34)C2(C)C)C1=O	3.7%	.	.	-1.1%	3%	.	.	.	.	-9%
COc1ccc(S(=O)(=O)NNC(=O)c2ccccc2-n2cccc2)cc1	3.9%	0.53	1115	-0.4%	-5%	-4%	2.3%	1	-6%	7%
CCN(CC)CCN(C(=O)c1cc(Cl)sc1Cl)c1nc2cc3c(cc2s1)OCO3	0.1%	.	.	-0.2%	4%	.	.	.	.	6%
CCC(CC)NC(=O)CC(c1ccccc1)c1ccccc1	-2.2%	-0.37	1524	-0.9%	3%	-6%	-1.6%	1.2	-12%	-9%
CC(C)(C)[C@H]1CCC(=O)N([C@H](CSc2ccccc2)Cc2ccccc2)CC1	3.0%	.	.	-0.4%	0%	.	.	.	.	6%
Cc1ccc(S(=O)(=O)N(C)C)cc1NC(=S)Nc1cccc2ccccc12	17%	.	.	0.9%	8%	.	.	.	.	16%
CCC(=O)N(Cc1c(C)nn(-c2ccccc2)c1Cl)c1ccc(Cl)cc1	5.0%	-0.22	1223	-1.6%	4%	25%	-2.5%	1.1	15%	5%
CCc1cc(=O)oc2c3c(cc(OCC(=O)NC4CC4)c12)OC(C)(C)CC3	1.2%	.	.	0.4%	-7%	.	.	.	.	19%
N#Cc1ccc(-c2cccnc2)nc1SCC(=O)c1ccccc1	.	2.1	1069	0.3%	-12%	.	.	.	.	0%
O=S(=O)(c1ccc(Br)cc1)N1CCN(c2cc(-c3ccccc3)nc3ncnn23)CC1	7.7%	-6.6	755	0.9%	-6%	14%	0.1%	1	13%	4%
NC(=O)CSCc1ccc(Br)cc1	1.9%	-1.6	1046	0.0%	8%	5%	0.0%	1.1	5%	3%
O=C(CSc1nnnn1-c1ccc2c(c1)CCC2)Nc1ccc2c(c1)OCCO2	?	0.21	1153	-0.5%	-5%	14%	-0.2%	1.1	19%	0%
Cc1sc2c(c1C)C(O)=C(C(=O)Nc1ccccc1)S(=O)(=O)N2C	.	-0.53	1449	-0.6%	-20%	.	.	.	.	12%
CC(=O)c1cccc(NC(=O)/C(=C/c2ccncc2)NC(=O)c2ccccc2)c1	1.2%	.	.	-0.4%	0%	.	.	.	.	7%
COc1ccc(-c2nnc(SCC(=O)NCc3cccs3)n2C)cc1	1.6%	-0.21	1164	-0.1%	-7%	0%	-1.3%	1	-1%	-1%
CCN(C(=O)COC(=O)c1cc(-c2ccccc2)nc2c1c(C)nn2-c1ccc(C)cc1)C1CCS(=O)(=O)C1 (stereo not given)	5.8%	0.01	1408	-0.1%	-14%	9%	-1.3%	1	8%	24%
COc1cccc(CCC(=O)O)c1OC	0.4%	.	.	-0.4%	-7%	.	.	.	.	19%
CN1CCN(C(=S)c2cn(Cc3ccc(F)cc3)c3ccccc23)CC1	-2.1%	-0.27	1217	-1.5%	5%	3%	-0.1%	1.1	-3%	5%
O=C(Cn1cncn1)N/N=C/c1ccccc1Cl	.	0.35	946	0.5%	-2%	.	.	.	.	10%
C/C(=N\NC(=O)Cc1c(F)cccc1Cl)c1cccnc1	0.9%	.	.	0.0%	9%	.	.	.	.	6%
Cc1cc(-c2ccc(Cl)cc2)n2ncnc2n1	10%	0.18	1512	-0.3%	-8%	.	.	.	.	3%
CCOc1ccc(C2C3=C(Nc4nc(N)[nH]c(=O)c42)c2ccccc2C3=O)cc1 (stereo not given)	4.2%	0.73	1577	-0.2%	10%	27%	-1.6%	0.9	25%	12%
CCOc1ccc(-n2c(=O)[nH]c3sc4c(c3c2=O)CCCC4)cc1	2.3%	-2.1	1275	-0.2%	5%	-2%	-6.0%	1	4%	9%
COc1ccc(CN2C(=O)NC3(CCCC3)C2=O)cc1F	1.3%	-0.25	1224	-0.3%	-10%	6%	2.2%	1	5%	9%
(cont.)
SMILES	RSV antiviral HEp-2	Ins promoter up	Ins promoter up cell count	West Nile antiviral	Salmonella PhoP GFP	human PMI inhibition	ER stress rescue	TNAP activators	human PMI inhibitors	Large T inhibition
COc1ccccc1OCC(=O)NCCC1=CCCCC1	2.8%	-0.12	1338	-0.3%	2%	-5%	-0.7%	1.1	-5%	7%
O=C1CC(N2CCOCC2)C(=O)N1CCc1ccccc1 (stereo not given)	0.7%	0.12	1260	0.6%	16%	-5%	0.6%	0.9	6%	-2%
Cc1cccc(OCc2nc(C#N)c(N3CC(C)CC(C)C3)o2)c1 (stereo not given)	2.5%	1.1	935	-0.7%	-3%	2%	-1.1%	1.2	-4%	3%
COc1ccc(/C=C2/CCc3ccccc3C2=O)cc1OC	3.0%	-0.42	1152	-0.3%	3%	27%	-1.4%	1.2	29%	5%
O=C(NCCOc1ccccc1)c1cc(C(=O)NCCOc2ccccc2)cc([N+](=O)[O-])c1	16%	-1.4	1192	-1.8%	4%	18%	-1.5%	1	20%	-4%
COc1cc(C2c3c(oc4ccccc4c3=O)C(=O)N2Cc2cccnc2)cc(OC)c1OC (stereo not given)	.	0.82	1754	0.0%	-4%	9%	-0.6%	1.1	10%	22%
O=C(NCC1CCCO1)c1ccccc1-c1nc(-c2ccccc2Cl)no1 (stereo not given)	0.8%	-0.4	1393	-0.1%	14%	.	.	.	.	1%
CC1=C(C(=O)NC2CCCc3c2cnn3-c2ccc(F)cc2F)OCCO1 (stereo not given)	-3.1%	.	.	-0.3%	-2%	.	.	.	.	3%
COc1cc(OC)c(S(=O)(=O)Nc2ccccc2NC(=O)CN2CCOCC2)cc1NC(C)=O	0.8%	-0.2	1438	1.0%	-3%	-1%	0.3%	1.1	-7%	27%
Cc1cccc(N2CC(C(=O)Nc3ccc(S(=O)(=O)N4CCOCC4)cc3)CC2=O)c1 (stereo not given)	0.2%	1.1	1135	-0.5%	12%	5%	.	1.1	7%	2%
O=C(CNC(=O)c1ccc(F)cc1)N/N=C/c1cc(Br)ccc1OCc1ccccc1	?	-0.32	1492	-0.8%	10%	8%	-0.4%	1	16%	11%
O=C(NC1CC2CCCC(C1)N2C(=O)Nc1ccccc1F)C1CC1 (stereo not given)	1.8%	.	.	-0.3%	8%	.	.	.	.	4%
Cc1cccc(OCC(O)CN2CCN(S(=O)(=O)c3ccc(C)cc3C)CC2)c1 (stereo not given)	11%	.	.	-1.4%	3%	.	.	.	.	-10%
COc1ccc(-c2nn(-c3ccccc3)cc2/C=C/C(=O)N2CCN(c3ccccn3)CC2)cc1	5.9%	-1.2	1173	1.7%	-1%	0%	-0.1%	1.1	0%	13%
COc1ccc(C(=O)Nc2ccc(-n3nncc3C(C)(C)C)cc2)cc1	16%	-0.72	1180	-1.5%	0%	2%	-1.3%	1.1	0%	1%
Cc1cccc(NC(=O)NCC2CCN(c3ccc(S(=O)(=O)N4CCOCC4)cc3)CC2)c1	11%	.	.	-0.9%	2%	.	.	.	.	3%
CCCn1c(=O)[nH]c(=O)c2c1nc(-c1ccc(OC(F)F)cc1)n2CCN1CCOCC1	1.6%	0.21	1211	0.4%	1%	11%	-2.7%	1.1	3%	8%
CN(C)S(=O)(=O)c1cccc(C(=O)NCCNC(=O)c2cccc(S(=O)(=O)N(C)C)c2)c1	2.8%	.	.	0.4%	5%	.	.	.	.	2%
COC(=O)Oc1ccc(/C=N/NS(=O)(=O)c2ccccc2)cc1OC	4.5%	.	.	-0.1%	-4%	.	.	.	.	6%
O=C(CSc1nc2ccccc2s1)Nn1cnnc1	-1.1%	.	.	0.2%	-6%	7%	-3.3%	1.1	0%	4%
Cc1[nH]n(-c2ccccc2)c(=O)c1C(c1cccc([N+](=O)[O-])c1O)c1c(C)[nH]n(-c2ccccc2)c1=O	2.2%	0.79	1299	0.2%	?	-5%	3.2%	0.9	12%	13%
Cc1cc(C)cc(Oc2nc3c(C)cccn3c(=O)c2/C=C(\C#N)C(=O)NC2CCS(=O)(=O)C2)c1 (stereo not given)	-1.4%	-0.27	1201	-0.7%	19%	-3%	-0.5%	1.1	-15%	-19%
CC1=C(C(N)=O)C(c2ccccn2)n2nc(SCc3ccccc3)nc2N1 (stereo not given)	0.0%	0.31	1116	0.3%	2%	-16%	2.0%	1.1	-19%	7%
Cc1ccc(C(C)C)c(OCc2nnc(SCC(=O)Nc3ncc(C)s3)n2C)c1	0.7%	-0.24	1575	0.0%	-4%	5%	-0.4%	1.1	4%	4%
CC1Cc2ccccc2N1C(=O)CSc1nnc(Cn2nnc3ccccc32)n1C (stereo not given)	0.0%	0.82	1166	-0.1%	-4%	2%	0.7%	1.1	1%	-1%

Just West Nile antiviral and human PMI inhibitors (two entries from above):
| Compound | West Nile antiviral | human PMI inhibitors |
| --- | --- | --- |
| Cc1[nH]n(-c2ccccc2)c(=O)c1C(c1cccc([N+](=O)[O-])c1O)c1c(C)[nH]n(-c2ccccc2)c1=O | 0.2% | 12% |
| Cc1cc(C)cc(Oc2nc3c(C)cccn3c(=O)c2/C=C(\C#N)C(=O)NC2CCS(=O)(=O)C2)c1 (stereo not given) | -0.7% | -15% |

(further entries)
SMILES	RSV antiviral HEp-2	Ins promoter up	Ins promoter up cell count	West Nile antiviral	Salmonella PhoP GFP	human PMI inhibition	ER stress rescue	TNAP activators	human PMI inhibitors	Large T inhibition
CC(=O)NC(CCS(C)(=O)=O)C(=O)Nc1ccc(F)cc1Cl (stereo not given)	0.6%	-0.17	1199	.	0%	-4%	1.7%	1	-2%	4%
CCc1ccc(Oc2coc3cc(OC(=O)c4cc5ccccc5oc4=O)ccc3c2=O)cc1	4.7%	0.14	1421	0.4%	-5%	-20%	0.3%	1.1	-23%	7%
CN(C)c1ccc(/C=N/NC(=O)Cn2nnc3ccccc32)cc1	1.0%	0.77	1147	-0.6%	13%	5%	-1.5%	1	7%	15%
CCC(C)Nc1c([N+](=O)[O-])cc(C)cc1[N+](=O)[O-] (stereo not given)	0.3%	.	.	.	3%	2%	2.7%	0.9	6%	10%
COc1cc(/C=C2/C(=N)N3OC(C)=CC3=NC2=O)ccc1OCCOc1ccc(C)cc1	0.7%	.	.	0.8%	0%	-9%	4.4%	1.1	-10%	-3%
c1ccc(C2=Nc3cccc4cccc(c34)N2)cc1	4.5%	0.36	1529	-0.4%	21%	9%	4.2%	1	30%	5%
COc1ccc(C(CNC(=O)c2ccc(S(=O)(=O)Nc3ccc(F)cc3)cc2)N(C)C)cc1 (stereo not given)	0.5%	.	.	-0.4%	6%	.	.	.	.	-1%
Cc1ccc2nc(NC(=O)c3ccc(Cl)s3)sc2c1	4.0%	-0.84	960	-0.2%	0%	-2%	1.1%	1.2	-6%	2%
O=C(O)CCCCCNCc1ccncc1	1.1%	-0.55	1397	-0.5%	-18%	-6%	-0.6%	1.2	-9%	8%
CC(=O)N1CCc2cc(S(=O)(=O)CCC(=O)NCc3ccco3)ccc21	1.1%	0.12	1205	0.6%	1%	-25%	0.1%	1	-5%	4%
